Screens (PubChem BioAssay)
Cneo AK release: causes C. neoformans cell lysis | adenylate kinase release luminescence, 4 h; normalised: neutral wells 0, clomiphene wells 100 | lysis activity, % at 15 µM | hit rate 0.2% among 360,000 | AID 651654;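 active = mean lysis activity across replicates of at least 80%, whatever share of replicates individually reach that level; inactive = mean lysis activity below 80%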
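Schedule: static 4 h at 37 °C with compound, 1 h detection; system: C. neoformans cells; benchmarks: Clomiphene as positive control; buffer or medium: fresh YPD medium; measure: luminescence rise reflecting yeast cell lysis; measured by: luminescent adenylate kinase detection reagent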
INS-1E GSIS act: primary screen for activators of insulin secretion dependent on glucose, INS-1E cells, GLuc reporter luminescence | activation, % at 16.6 µM | hit rate 0.61% among 370,000 | AID 743287 | INS-1E GLuc reporter insulin secretion, 2-3 h;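 active = lowest replicate activation of at least 40%, so every replicate reaches that level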;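 also: 0% = median of neutral control wells and 100% = median of IBMX positive control wells; some compounds called inactive have numbers as strong as hits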
PAX8 reporter: lowers PAX8-driven luciferase in RMG-I cells; hit rate 1.2% among 360,000; AID 652154; RMG-I TPO-luciferase reporter, SteadyGlo, 24 h; inhibition, % at 12.6 µM;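 active = mean replicate inhibition at least 60% with every replicate also reaching 60%; inconclusive = only one of the two criteria is met; inactive = mean below 60% and not all replicates reaching 60%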;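 also: luciferase light reporting Pax8 driven TPO promoter activity; plate controls were median of neutral control wells for no effect and mitoxantrone controls for full effect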
LGR2 inh: inhibitors of bursicon-induced Drosophila LGR2 receptor cAMP signaling | inhibition, % at 9.99 µM | hit rate 0.35% among 380,000 | HEK293 LGR2, CRE-luciferase, bursicon-stimulated, 4 h;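 active = drop in luminescence signal, shown as inhibition above about 50% in the replicate tests, limit read from the data, passing the limit was not always enough; inconclusive = probably only some replicates passing the limit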;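 also: agonist challenge used bursicon conditioned medium at about half maximal strength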
PGC1a acetyl inh: PGC1a acetylation modulation, inhibitor mode | hit rate 0.17% among 350,000 | U2OS PGC1a acetylation, AlphaScreen anti-acetyl-lysine; with virally co-expressed GCN5 acetyltransferase | AID 651687 | inhibition, % at 15.6 µM;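 active = every replicate shows inhibition of at least 40%; inconclusive = mean inhibition at least 40% but some replicate below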;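 also: 0% = neutral control wells and 100% = positive control wells; some results beyond the cut were filed as inactive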
PglD inh: PglD (C. jejuni) enzyme inhibition; hit rate 0.098% among 360,000; AID 602405; inhibition, % at 12.5 µM; purified PglD enzyme, DTNB colorimetric CoA detection; in the data active = inhibition above about 16%, passing the limit was not always enough; inconclusive = no clear call, values can overlap the other calls; also: strong numbers were not always called active
ARNT-TACC3 inh: ARNT/TACC3 interaction disruption; hit rate 0.66% among 390,000; inhibition, % at 9.99 µM; AlphaScreen His-ARNT PAS-B/GST-TACC3 binding, luminescence; TACC3 fragment carries E629A point mutation;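 active = mean inhibition of replicates at least 50% and at least half of replicates each reaching 50%; inconclusive = half or more replicates reach 50% but mean below 50%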;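 also: 0% = complete ARNT plus TACC3 wells and 100% = ARNT alone without TACC3; many hits fall short of the cut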
Statin myotox sup: suppression of simvastatin myotoxicity; rescue of ATP level, % at 7.49 µM; hit rate 0.78% among 330,000; C2C12 myotubes + simvastatin, ATP luminescence, 48 h; scaled: DMSO 0, geranylgeraniol control 100;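 active = mean ATP rescue above about 67%, or every replicate alone reaching that limit, limit read from the data, passing the limit was not always enough; inconclusive = no clear call, values can overlap the other calls; inactive = mean under the limit and some replicate under it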;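 also: myotubes were challenged with 10 µM simvastatin during compound exposure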
An asterisk follows results filed as active; ? = inconclusive; / = no result given. Not a hit list; any-hit rate near 2.9%.

SMILES	Cneo AK release	INS-1E GSIS act	PAX8 reporter	LGR2 inh	PGC1a acetyl inh	PglD inh	ARNT-TACC3 inh	Statin myotox sup
O=C(NC1CCCCC1)N1CC(=O)N2[C@H](C1)[C@H](c1ccc(-c3cccc(F)c3)cc1)[C@@H]2CO	/	-35	26	-10	1	/	/	/
CN(C)C(CNC(=O)c1cccc(S(=O)(=O)Nc2ccccc2Cl)c1)c1ccccc1 (stereo not given)	-2	-23	5	8	-3	0	-5	0
Oc1c(Br)cc(Br)cc1/C=N/N1CCN(Cc2ccccc2)CC1	/	-29	-6	22	/	/	-2	/
O=C(COC(=O)COc1ccc(Nc2ccccc2)cc1)NCc1ccco1	2	-6	/	5	/	-2	6	-9
Cc1ccccc1S(=O)(=O)N[C@H]1CC[C@H](CCNS(=O)(=O)c2cccc(F)c2)O[C@@H]1CO	0	-14	5	10	-7	-4	-2	1
Cc1ccc(NC(=O)c2ccc3c(=O)n4c(nc3c2)CCC4)cc1F	-2	9	-185	-76	4	-3	-1	9
Oc1ccc(Cl)cc1-c1cc(-c2ccccc2)n[nH]1	-2	-2	24	-25	0	1	23	9
CCCC(=O)N1CCC1(C)C(=O)NS(=O)(=O)c1cccc(Cl)c1 (stereo not given)	1	-8	/	17	8	-2	/	2
CCOc1cc(NC(=O)C2CCCCC2)c(OCC)cc1NC(=O)c1ccco1	0	/	-4	/	-3	-2	-7	-24
Cc1cccc(N(C(=O)c2snc(C(N)=O)c2N)C(C(=O)NCc2ccccc2)c2ccncc2)c1 (stereo not given)	-1	18	19	-14	9	-1	-2	-6
Fc1cccc(Cl)c1-c1nnc2ccc(N3CCOCC3)nn12	1	/	/	/	18	6	-3	-2
CC(C)C(CCN1C(=O)c2ccccc2C1=O)c1ccco1 (stereo not given)	3	/	/	/	4	1	-6	-12
CC(C)C(=O)Nc1ccc2c(c1)C(=O)N(C)[C@H]1CC[C@H](CC(=O)NCC3CC3)O[C@H]1CO2	0	8	-10	3	-1	-4	0	-5
CCN(CC(=O)NC(C)C)C(=O)C(CCSC)NC(=O)c1cccc(C)c1 (stereo not given)	-1	/	/	/	-12	2	2	2
S=C(NC12CC3CC(CC(C3)C1)C2)N1CCCC1	2	/	30	/	6	4	-1	/
COc1ccc(NC(=O)N(C)C[C@@H]2OCCCC[C@H](C)Oc3ccc(NC(=O)NC4CCCCC4)cc3C(=O)N([C@@H](C)CO)C[C@@H]2C)cc1	-3	-20	16	41	4	5	-10	/
COc1ccc(S(=O)(=O)Cc2ccc(C(=O)N3CCN(c4ccc(Cl)cc4)CC3)o2)cc1	3	-33	25	8	-13	1	-1	2
CCCn1nnc(NC(=O)c2ccc(-c3cccc(Cl)c3)o2)n1	0	/	-83	/	-5	-3	4	/
CCO[C@@H]1OC(C(=O)N2CCOCC2)=C[C@H](c2ccc(C(F)(F)F)cc2)[C@H]1CCCO	1	-18	5	4	5	8	15	-7
CCCn1c(SCC(=O)N(C)CC(=O)Nc2ccc(C)cc2)n[nH]c1=O	1	/	0	7	/	-6	-10	-2
COc1cc(NC(=O)NCC2CCN(Cc3ccccc3Cl)CC2)cc(OC)c1OC	5	1	10	-18	/	2	/	-3
O=C1[C@@H](Oc2ccccc2)[C@@H](c2cccnc2)N1c1ccccc1	-2	37	14	-1	-9	4	-1	11
COc1ccc(C2/C(=C(/O)c3ccc(F)cc3)C(=O)C(=O)N2CCCN(C)C)cc1 (stereo not given)	-1	25	12	2	-2	-5	-6	8
COc1ccc(-c2ccccc2[C@@H]2[C@H](C#N)N(C(=O)C3CCCC3)[C@H]2CO)cc1	/	-11	-19	-3	-4	/	/	/
COc1ccc(C(=O)Nc2cc(C)on2)cc1	3	/	-95	/	-1	-3	7	2
CCOc1ccc2nc(SC3CC(=O)N(c4cccc(OC)c4)C3=O)sc2c1 (stereo not given)	/	-21	-22	6	/	/	-1	/
COc1cccc(/C(C)=N/Nc2ncc(Cl)cc2Cl)c1	/	1	-8	-77	/	/	6	-17
COc1ccc(S(=O)(=O)NC(=O)C2(C)CCN2C(=O)Cc2ccccc2)cc1OC (stereo not given)	-1	2	-4	17	8	1	/	0
O=C(CSc1nc2ccccc2[nH]1)Nc1ccc(F)c(F)c1	2	/	/	/	-4	-1	-26	6
CO[C@H]1CN(C)C(=O)c2cc(NS(=O)(=O)c3ccc(C)cc3)ccc2OC[C@@H](C)NC[C@H]1C	-2	23	3	-1	-2	1	-4	1
Clc1cccc(Cc2c(-c3cccc(Cl)c3)nc3ccc(Cl)cn23)c1	0	14	-73	-63	-6	-1	/	5
Cc1cc(=O)oc2c3c4c(cc12)OCCN4CCC3	-2	/	/	/	5	5	12	4
COC(=O)c1ccccc1-c1cn(C)c2ccccc2c1=O	0	-1	-3	5	16	2	-8	10
C[C@H]1CN([C@@H](C)CO)C(=O)Cc2cc(NC(=O)Nc3ccc(F)cc3)ccc2O[C@H]1CN(C)Cc1ccccc1	0	-22	16	3	17	2	2	-53
COc1ccccc1C(C)NC(=O)c1cc(=O)[nH]c2ccccc12 (stereo not given)	8	-6	14	11	/	5	-3	-3
O=C(NCc1ccncc1)c1ccc(N2CCCC2)c([N+](=O)[O-])c1	/	-10	7	-28	4	/	-2	/
O=C(COC(=O)c1ccc2ccccc2c1)NCCCc1ccccc1	0	5	15	/	-24	-1	-16	-4
CCOC(=O)c1sc2ncn(CC(=O)Nc3cc(C)on3)c(=O)c2c1C	-1	5	-10	2	12	-2	0	3
Cc1ccc(N(C(=O)c2csnn2)C(C(=O)NC(C)(C)C)c2cccnc2)cc1C (stereo not given)	/	-3	23	30	8	/	-6	/
CN[C@H]1CCc2cc(OC)c(OC)c(OC)c2-c2ccc(N(C)CC(OC)OC)c(=O)cc21	1	-4	?	2	5	2	-21	-75
CCCCC(=O)N(C)c1c(C)nc2ccc(C(=O)Nc3cccc(NS(C)(=O)=O)c3)cn12	0	-3	16	1	/	-1	/	-3
COc1ccc(/C(N)=N/OC(=O)c2ccc3ccccc3c2)cc1OC	0	0	0	-14	7	-5	/	1
COc1cc(S(=O)(=O)N(CCc2ccccc2)Cc2cccs2)ccc1-n1cnnn1	1	25	/	9	8	-2	-7	47
COc1ccc(CNC(=O)C[C@H]2C[C@@H]3c4cc(NC(=O)NC5CCCC5)ccc4O[C@@H]3[C@@H](CO)O2)cc1	17	6	/	-2	12	1	-9	-3
CCC(=O)Nc1ccc2c(c1)OC[C@H](C)N(C(=O)CC1CC1)C[C@@H](C)[C@@H](OC)CN(C)C2=O	50	5	/	3	/	-4	-1	1
Cc1nnc(SCc2ccc3c(c2)OCO3)s1	-3	/	-106	/	/	-1	9	1
CC(C)(C)c1ccc(C(=O)Nc2ccccc2C(=O)NCCN2CCOCC2)cc1	-7	15	-51	-24	2	5	/	-2
CCOC(=O)C(=O)N(C)c1c(CC)nc2c(OCCC3CCCCC3)cccn12	0	9	-9	13	2	4	/	4

Three of the entries above in order of the LGR2 inh value, falling.
smiles | INS-1E GSIS act | LGR2 inh | PGC1a acetyl inh | PglD inh | ARNT-TACC3 inh
CCOC(=O)C(=O)N(C)c1c(CC)nc2c(OCCC3CCCCC3)cccn12 | 9 | 13 | 2 | 4 | /
COc1cc(S(=O)(=O)N(CCc2ccccc2)Cc2cccs2)ccc1-n1cnnn1 | 25 | 9 | 8 | -2 | -7
CCOC(=O)c1sc2ncn(CC(=O)Nc3cc(C)on3)c(=O)c2c1C | 5 | 2 | 12 | -2 | 0

New compounds follow
SMILES	Cneo AK release	INS-1E GSIS act	PAX8 reporter	LGR2 inh	PGC1a acetyl inh	PglD inh	ARNT-TACC3 inh	Statin myotox sup
Cc1nn(C)c(C(=O)N/N=C/c2ccc(-c3ccccc3)cc2)c1Cl	-1	-15	-11	7	/	-3	-6	13
C[C@H](CO)N1C[C@H](C)[C@@H](CN(C)S(=O)(=O)c2cccs2)OCCCC[C@H](C)Oc2ccc(NC(=O)Cc3ccccc3)cc2C1=O	3	-6	-22	-6	2	-2	10	/
C/C(=N\NC(=O)CNC(=O)c1ccccc1F)c1ccco1	-5	14	-11	8	-5	8	-4	7
O=C(Nc1nnc([C@H]2C[C@H](O)[C@@H](CO)O2)s1)Nc1ccccc1Oc1ccccc1	-3	0	-12	18	/	-1	/	2
CN(C)S(=O)(=O)c1ccc(NC(=O)COC(=O)C2COc3ccccc3O2)cc1 (stereo not given)	-3	-1	-12	/	-4	10	-9	1
CN(C)S(=O)(=O)c1ccc(N2CCCC2)c(C(=O)N2CCN(S(=O)(=O)c3ccccc3F)CC2)c1	/	-2	-12	-8	13	/	6	/
Cc1[nH]c2ccccc2c1Cc1nnc(SCC(N)=O)o1	6	3	3	-4	0	0	/	11
COc1ccc(CCNC2=C(Cl)C(=O)N(Cc3ccccc3)C2=O)cc1OC	0	-22	21	-4	-22	-1	/	24
COc1ccc(NC(=O)CN2CCN(CC#N)CC2)cc1	-2	/	1	23	-7	3	-8	1
Cn1c(=O)c2c(ncn2CC(=O)OCC(=O)NCc2ccc(F)cc2)n(C)c1=O	1	/	0	-3	-4	4	/	-2
O=C(O)CC(NC(=O)C12CC3CC(CC(C3)C1)C2)c1cc([N+](=O)[O-])ccc1Cl (stereo not given)	/	-4	5	/	-3	/	1	/
O=C(NCc1nnc(SCC(=O)N2CCOCC2)o1)c1c(F)cccc1F	-2	/	1	4	0	2	1	/
COC(=O)N/N=C/c1cn(Cc2c(Cl)cccc2Cl)c2ccccc12	/	-1	17	16	5	/	-3	-47
COc1cc(NC(=O)CN2C(=O)C(c3ccccc3)=NC2(C)C)cc(OC)c1	2	/	14	/	-10	0	8	1
CC(=O)Nc1c2c(nn1-c1cccc(Cl)c1)CS(=O)(=O)C2	0	10	0	13	-4	-1	5	-6

Among those listed so far, these have fluorine.
SMILES	Cneo AK release	INS-1E GSIS act	PAX8 reporter	LGR2 inh	PGC1a acetyl inh	PglD inh	ARNT-TACC3 inh	Statin myotox sup
O=C(NC1CCCCC1)N1CC(=O)N2[C@H](C1)[C@H](c1ccc(-c3cccc(F)c3)cc1)[C@@H]2CO	/	-35	26	-10	1	/	/	/
Cc1ccccc1S(=O)(=O)N[C@H]1CC[C@H](CCNS(=O)(=O)c2cccc(F)c2)O[C@@H]1CO	0	-14	5	10	-7	-4	-2	1
Cc1ccc(NC(=O)c2ccc3c(=O)n4c(nc3c2)CCC4)cc1F	-2	9	-185	-76	4	-3	-1	9
Fc1cccc(Cl)c1-c1nnc2ccc(N3CCOCC3)nn12	1	/	/	/	18	6	-3	-2
CCO[C@@H]1OC(C(=O)N2CCOCC2)=C[C@H](c2ccc(C(F)(F)F)cc2)[C@H]1CCCO	1	-18	5	4	5	8	15	-7
COc1ccc(C2/C(=C(/O)c3ccc(F)cc3)C(=O)C(=O)N2CCCN(C)C)cc1 (stereo not given)	-1	25	12	2	-2	-5	-6	8
O=C(CSc1nc2ccccc2[nH]1)Nc1ccc(F)c(F)c1	2	/	/	/	-4	-1	-26	6
C[C@H]1CN([C@@H](C)CO)C(=O)Cc2cc(NC(=O)Nc3ccc(F)cc3)ccc2O[C@H]1CN(C)Cc1ccccc1	0	-22	16	3	17	2	2	-53
C/C(=N\NC(=O)CNC(=O)c1ccccc1F)c1ccco1	-5	14	-11	8	-5	8	-4	7
CN(C)S(=O)(=O)c1ccc(N2CCCC2)c(C(=O)N2CCN(S(=O)(=O)c3ccccc3F)CC2)c1	/	-2	-12	-8	13	/	6	/
Cn1c(=O)c2c(ncn2CC(=O)OCC(=O)NCc2ccc(F)cc2)n(C)c1=O	1	/	0	-3	-4	4	/	-2
O=C(NCc1nnc(SCC(=O)N2CCOCC2)o1)c1c(F)cccc1F	-2	/	1	4	0	2	1	/
